ERK EGF block: blocks ERK signaling stimulated by EGF; HEK293-V1b, EGF-stimulated phospho-ERK AlphaScreen; Potency, µM (series often up to 11.5 µM), for inactives: top-dose activity change, negative = inhibition, actives largely listed as inhibitors; actives 0.41% (n = 130,000); AID 1454; active = well fitted inhibition curve with a large enough effect; inconclusive = small, poorly fitted or top-dose-only effect, or effect the other way;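 note: plate controls were stimulated vehicle wells for no effect and unstimulated vehicle basal for full effect; nearly all actives have a fitted effect of over 55% in size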
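Phospho-ERK1/2 measured by AlphaScreen (SureFire) after 5 min 25 nM EGF stimulation of V1b-expressing HEK293 cells preincubated 30 min at 37C with titrated compounds; data scaled to DMSO and EGF controls, Hill-fitted AC50.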
An asterisk follows results filed as active; ? = inconclusive; & = joins results of further samples; [ ] = another dose, or the depositor's remark. Potency is the fitted concentration of half-maximal effect. Some of the compounds tested; count on the stated rates, not on these rows.

No. | molecule | ERK EGF block
1 | CCC1=C2CC[C@H]3C(=O)N(CC(=O)OC)C(=O)[C@H]3[C@H]2[C@@]2(C)C(=NCCc3c[nH]c4ccccc34)OC(=O)N2C1=O | -4%
2 | Cc1ccc(SCc2ccc(C(=O)NCc3cccnc3)cc2)cc1 | 6%
3 | COc1ccc(/C=N/NC(=S)NCC2CCCO2)cc1 (configuration not stated) | -1%[57.5 µM]
4 | CC(=O)Nc1ccc(S(=O)(=O)c2ccc(N)cc2)cc1 | 5%[57.5 µM]
5 | CC(C)Nc1nnc(SCC(=O)c2c[nH]c3ccccc23)s1 | 11%
6 | COc1ccccc1C1C(C#N)=C(N)Oc2c1c(-c1ccccc1)nn2-c1ccccc1 (configuration not stated) | 3%
7 | O=C(Nc1ccccc1)C1=C[C@@H](c2coc3ccccc3c2=O)C[C@@H](OCc2ccc(CO)cc2)O1 | 4%[57.5 µM]
8 | CNC(=S)NNC(=O)c1ccc(C(C)(C)C)cc1 | -18%[57.5 µM]
9 | CC1S/C(=N/N=C/c2ccco2)N(Cc2ccc(F)cc2)C1=O (configuration not stated) | -5%[57.5 µM]
10 | CC(C)(C)c1ccc(-c2noc(-c3ccno3)n2)cc1 | -2%[57.5 µM]
11 | COC(=O)[C@@]1(Cc2ccc(F)cc2)[C@H]2c3cc(C(=O)N4CCCC4)n(Cc4cccc5ccccc45)c3C[C@H]2CN1C(=O)c1ccccc1 | 9%
12 | COc1ccc(CCNc2ncnc3c2[nH]c2cc(OC)c(OC)cc23)cc1OC | -13%[57.5 µM]
13 | CN(Cc1ccccc1)c1ccc(N2C(=O)CCC2=O)cc1[N+](=O)[O-] | -11%
14 | CC[C@H](C)[C@H](NC(N)=O)C(=O)NCCc1ccc(OC)c(OC)c1 | -2%
15 | COC(=O)CNC(=O)COC(=O)/C=C/c1ccc2ccccc2n1 | -1%
16 | C[N+]1([O-])[C@@H]2Cc3cc4c(cc3[C@@H]1Cc1cc3c(cc12)OCO3)OCO4 (some centres not stated) | 0%[57.5 µM]
17 | COc1cccc(NC(=O)Cn2c(CCC(=O)O)ccc2-c2ccc(Cl)cc2)c1 | 1%
18 | CC(C)c1nc(SCC(=O)NC(=O)NC(C)(C)C)n[nH]1 | -4%[57.5 µM]
19 | COc1ccc(/C=N/NC(=O)c2cc(=O)[nH]c3ccccc23)cc1OC | 21%
20 | CC(C)(C)NC(=S)N/N=C/c1c(Cl)cccc1Cl | -5%[57.5 µM]

Molecules shown so far with a Cl atom:
No. | molecule | ERK EGF block
17 | COc1cccc(NC(=O)Cn2c(CCC(=O)O)ccc2-c2ccc(Cl)cc2)c1 | 1%
20 | CC(C)(C)NC(=S)N/N=C/c1c(Cl)cccc1Cl | -5%[57.5 µM]

Additional structures
No. | molecule | ERK EGF block
21 | CC(=O)Nc1ccc(S(=O)(=O)Nc2cccc(-c3csc(C)n3)c2)cc1 | -11%
22 | O=C(O)CCCCCCC1C(=O)NC(=O)N1CCC(O)C1CCCCC1 (configuration not stated) | -23%
23 | COc1cccc(-c2noc(C3CCCN(C(=O)CC(C)(C)C)C3)n2)c1 (configuration not stated) | -1%
24 | O=C1C(Cc2ccccc2O)NC(=S)N1c1ccccc1 (configuration not stated) | -5%[57.5 µM]
25 | COc1ccc(CC(=O)Nc2nnc(C(C)C)s2)cc1OC | 12%
26 | Cc1cccc(-n2c(SCC(=O)O)nc3sc4c(c3c2=O)CCC4)c1 | -3%[57.5 µM]
27 | CCN(CC)S(=O)(=O)c1ccc(NC(=O)C2c3ccccc3Oc3ccccc32)cc1 | -3%
28 | Cc1ccnc(N=Cc2nc(-c3ccccc3Br)oc2O)c1 | -2%
29 | COC(=O)/C=C/c1ccc(OC(=O)c2ccncc2)cc1 | 2%
30 | C#C[C@@]1(O)CC[C@@H]2[C@@H]3CCC4=C(CCC(=O)C4)[C@H]3CC[C@]21C | 4%[25.7 µM]
31 | CN(C)c1ccc(C=NC(CO)C(O)c2ccc([N+](=O)[O-])cc2)cc1 (configuration not stated) | 11%[57.5 µM]
32 | CCN(Cc1cnn(C)c1)C(=O)c1ccc(OC2CCN(S(=O)(=O)N(C)C)CC2)cc1 | 18%
33 | CC(O)CN1CC(O)=C(c2nc3ccccc3s2)C1=N (configuration not stated) | 0%
34 | Cc1cc(NC(=O)c2sc(Nc3ccc(F)cc3)nc2N)no1 | -8%
35 | CCS(=O)(=O)N1Cc2ccccc2CC1C(=O)Nc1nnc(SCc2c(Cl)cccc2Cl)s1 (configuration not stated) | 3%
36 | CC(C)(C)c1ccccc1NC(=O)NC1CCN(Cc2c(F)cccc2Cl)CC1 | -10%[57.5 µM]
37 | Oc1c(N=NC(=S)Nc2ccccc2F)c2ccccc2n1Cc1cccc(Cl)c1 | ?
38 | Cc1cc(C)nc(NNC(=O)NC2CCCCC2)n1 | -3%
39 | O=C(NNC(=O)C1CCN(c2ncccn2)CC1)c1ccccc1 | -3%
40 | Cc1nn(-c2ccccc2)c(C)c1NC(=O)COc1ccc(C#N)cc1 | 15%
41 | Cc1ccc(-c2c3c(nc4sc(C(N)=O)c(N)c24)CCCC3)o1 | 3%
42 | CN1C2=CC=CC=CC2=[N+](C)C12C([N+](=O)[O-])=CC(=[N+]([O-])[O-])C=C2[N+](=O)[O-] (configuration not stated) | 2%[57.5 µM]
43 | O=C(Cc1ccc(Cl)cc1)Nc1ccc(-c2cc3ccccc3oc2=O)c(Cl)c1 | 0%
44 | Cc1ccc(CNCCNCCO)s1 | -5%
45 | O=C(c1c[nH]c(C(=O)N2CCN(Cc3ccccc3)CC2)c1)C1CCCCC1 | -5%
46 | O=C(O)c1ccc2nc(-c3ccccc3)sc2c1 | 8%
47 | Cc1ccccc1CSc1ncnc2ccccc12 | 5%
48 | C=CC[N+]1(CC(=O)NCc2ccc(NC(C)=O)cc2)CCOCC1 | 0%[57.5 µM]
49 | COc1cc(/C=C(\C#N)C(=O)NC(C)C)ccc1OCc1ccc(C(=O)O)cc1 | 3%[57.5 µM]
50 | O=C(NNC(=O)c1cccnc1)Nc1ccc([N+](=O)[O-])cc1 | 3%
51 | Cc1cc(C)cc(N2CN=c3s/c(=C\c4ccco4)c(=O)n3C2)c1 | 4%
52 | CC(C)(CN1CCN(c2ccccc2)CC1)NS(=O)(=O)c1ccccc1 | 5%[57.5 µM]
53 | Cc1cc(NC(=O)COC(=O)COc2ccc(Cl)cc2C)c([N+](=O)[O-])cc1C | 4%
54 | OCCC1CN(Cc2cccc3nonc23)CCN1C1CCCCC1 (configuration not stated) | 0%
55 | COc1ccc(CN2C(=O)c3cccc4cccc(c34)C2=O)cc1 | 14%[57.5 µM]
56 | CC(C)(C)S(=O)(=O)/C(C#N)=N/Nc1ccc(S(N)(=O)=O)cc1 | 10%
57 | COCC(=O)N1CCC2(CC1)CN(C(=O)Nc1ccc(OC)cc1)C2 | -1%
58 | Cc1c(C)c2c(c(C)c1O)CCC(C)(CCCC(C)CCCC(C)CCCC(C)C)O2 (configuration not stated) | 9%
59 | COCCn1c(SCC(=O)Nc2cccc(S(N)(=O)=O)c2)nc2cc(Cl)ccc2c1=O | 1%
60 | COc1cccc(C(C)N(C)Cc2nc(COc3ccccc3)no2)c1 (configuration not stated) | 2%[57.5 µM]
61 | COc1ccc(/C=C/c2cc(C(=O)O)c3ccccc3n2)cc1 | 2%[57.5 µM]
62 | Cc1ccc(S(=O)(=O)N2CCN(CC(=O)N/N=C/c3ccc(Br)s3)CC2)cc1 | 0%
63 | O=C(Nc1ccccc1)Nc1ccc2nnsc2c1 | 10%[57.5 µM]
64 | COC(=O)C1=C(C)NC(C)=C(C(=O)OC)C1c1ccc(C)o1 | 6%[57.5 µM]
65 | Cc1ccc(-n2cc(CNCCn3nc(C)cc3C)c(-c3ccc(F)cc3)n2)cc1 | -3%
66 | CN(c1ccccc1)S(=O)(=O)c1ccc(C(=O)Nc2nnc(C3CC3)s2)cc1 | 11%[57.5 µM]
67 | Fc1ccc(CN(C2=NCCN2)c2c(Cl)cccc2Cl)cc1 | -1%
68 | COc1ccc(OCCCC(=O)NCCc2ccccc2)cc1 | 3%
69 | Cc1ccsc1/C=C1/CN(C)Cc2c1nc1ccccc1c2C(=O)O | 13%[57.5 µM]
70 | Cc1ccc(-n2nc(C)c3c(C)c(CCC(=O)Nc4ccc(CN5CCCC5)cc4)c(C)nc32)cc1 | ?

Gathered by group: the entries above with an NH in an aromatic ring.
No. | molecule | ERK EGF block
1 | CCC1=C2CC[C@H]3C(=O)N(CC(=O)OC)C(=O)[C@H]3[C@H]2[C@@]2(C)C(=NCCc3c[nH]c4ccccc34)OC(=O)N2C1=O | -4%
5 | CC(C)Nc1nnc(SCC(=O)c2c[nH]c3ccccc23)s1 | 11%
12 | COc1ccc(CCNc2ncnc3c2[nH]c2cc(OC)c(OC)cc23)cc1OC | -13%[57.5 µM]
18 | CC(C)c1nc(SCC(=O)NC(=O)NC(C)(C)C)n[nH]1 | -4%[57.5 µM]
19 | COc1ccc(/C=N/NC(=O)c2cc(=O)[nH]c3ccccc23)cc1OC | 21%
45 | O=C(c1c[nH]c(C(=O)N2CCN(Cc3ccccc3)CC2)c1)C1CCCCC1 | -5%

(continued)
No. | molecule | ERK EGF block
71 | O=C(Nc1cccc(-c2nc3cccnc3s2)c1)c1ccc(Cl)nc1 | -6%[57.5 µM]
72 | Cc1cc(=O)[nH]c(SCC(=O)Nc2nnc(SCc3ccccc3)s2)n1 | 2%
73 | Cc1ccc(C(=O)NCC(=O)OCC(=O)NCCc2ccccc2)s1 | -2%
74 | Cn1c(=O)cc(OCC(=O)NCCC2=CCCCC2)c2ccccc21 | 0%
75 | COc1ccccc1NC(=S)NC1CCCCCCCCCCC1 | 5%[57.5 µM]
76 | CSc1ccccc1C(=O)C1CCCN(C(=O)NC(C)C)C1 (configuration not stated) | -13%[57.5 µM]
77 | CC1C(=O)OC2C(O)C34C5CC(C(C)(C)C)C36C(OC(=O)C6O)OC4(C(=O)O5)C12O (configuration not stated) | 7%
78 | CCC1(C)CC(c2nc(-c3ccc(OC)cc3)cs2)CCS1 (configuration not stated) | 0%
79 | O=C(c1cccc(F)c1)N1CCN(S(=O)(=O)Cc2ccccc2)CC1 | ?
80 | CC(C)CCN(C(=O)Cc1ccccc1F)c1c(N)n(Cc2ccccc2)c(=O)[nH]c1=O | -9%
81 | COc1ccc(-c2ccc(OC(=O)NC3CCS(=O)(=O)C3)cc2)cc1 (configuration not stated) | -3%[57.5 µM]
82 | Cc1cccc(-c2nnc(SCC3CNC(=O)O3)n2-c2ccc(Cl)cc2)c1 (configuration not stated) | 3%
83 | CCCCc1ccc(NC(=S)Nc2ccc(Cl)c(S(=O)(=O)N(C)C)c2)cc1 | ?
84 | O=C(Nc1nc2ccc([N+](=O)[O-])cc2s1)c1ccco1 | 2%
85 | Cc1cccc(S(=O)(=O)N2CCC(CO)(Cc3ccccc3)CC2)c1 | 1%
86 | COCCn1c(=O)c(-c2ccc(OC)cc2)nc2cnc(N3CCNCC3)nc21 | ?
87 | CC1(CCc2ccccc2)NC(=S)N(c2ccccc2)N1 (configuration not stated) | -3%
88 | O=C(Cc1ccccc1)NN1C(=O)C2C3C=CC(C3)[C@@H]2C1=O (some centres not stated) | -13%
89 | COc1ccc(/C=C/C(=O)c2cc(O)ccc2O)cc1 | ?
90 | O=C(COc1cccc(Cl)c1)Nc1ccc2c(c1)CCC2 | 1%
91 | Cc1ccc(-n2c(SCC(=O)Nc3ccc(C(=O)O)cc3)nnc2-c2ccncc2)cc1 | -3%[57.5 µM]
92 | CN1CCN(NC(=O)c2ccc(Cl)s2)CC1 | ?
93 | COc1cc(=O)n(C)c2c(OCC(O)C(C)(C)O)cccc12 (configuration not stated) | 17%&10%
94 | COc1ccc(C(=O)N2CCC[C@@]3(CCN(Cc4ccncc4)C3)C2)cc1 | -8%
95 | Cc1cccc(NC2=NC(=S)N(c3cccc(C(=O)O)c3)C23CCCCC3)c1 | -8%
96 | CC[n+]1c(/C=C/C=C/N(C(C)=O)c2ccccc2)sc2cc(OC)ccc21 | ?
97 | COc1ccc(NC(=S)N2CCN(C(c3ccccc3)c3ccccc3)CC2)cc1OC | 5%
98 | O=C(CO/N=C\c1ccccc1)Nc1ccccc1C(=O)N1CCOCC1 | 2%
99 | Cc1nn(Cc2cccc(C(=O)NC34CC5CC(CC(C5)C3)C4)c2)c(C)c1Br | 5%
100 | Cc1ccc(NC(=S)NCCN(C2CCCCC2)C2CCCC2)cc1C | 3%
101 | CC(=O)Nc1ccc(S(=O)(=O)NCCNc2ccccc2[N+](=O)[O-])cc1 | 2%
102 | COc1cc2cc(C)nc(Cc3cccc4ccccc34)c2cc1OC | ?
103 | CN(Cc1nc(-c2cccs2)no1)CC1(N2CCOCC2)CCCCC1 | 6%
104 | O=C(CCc1nc2ccccc2c(=O)[nH]1)OCc1ccc(-c2ccccc2)cc1 | 4%
105 | O=C1C2CC=CCC2C(=O)N1CNc1ccccc1 (configuration not stated) | 1%
106 | CC1CCCC(NC(=O)COC(=O)CSc2ccc3ccccc3c2)C1C (configuration not stated) | 2%
107 | O=C(O)c1ccc(N=C2SCC(=O)N2Cc2ccccc2)cc1 | 0%
108 | Cc1sc2ncnc(N[C@@H](Cc3c[nH]c4ccccc34)C(=O)O)c2c1C | 6%
109 | COC(=O)c1ccc(N=Nc2ccccc2)cc1 | 3%
110 | COc1ccccc1C(=O)NC(CCSC)C(=O)OCC(=O)c1ccc[nH]1 (configuration not stated) | 2%
111 | Cc1ccc(Nc2nc(CSc3nnc(-c4ccccc4)n3C)cs2)cc1 | 4%
112 | Cn1c(=O)n(CCOc2ccc([N+](=O)[O-])cc2)c2ccccc21 | -1%[57.5 µM]
113 | OCC1(Cc2ccccc2C(F)(F)F)CCN(Cc2ccccc2)CC1 | 2%
114 | Cc1cc(-c2csc(NC(=O)c3ccc(=O)[nH]c3)n2)c(C)n1Cc1ccco1 | 2%[57.5 µM]

A section from the list above:
No. | molecule | ERK EGF block
113 | OCC1(Cc2ccccc2C(F)(F)F)CCN(Cc2ccccc2)CC1 | 2%
114 | Cc1cc(-c2csc(NC(=O)c3ccc(=O)[nH]c3)n2)c(C)n1Cc1ccco1 | 2%[57.5 µM]

High-throughput results from PubChem.
